Compound activity as filed in PubChem BioAssay.
WRN inhibitor – WRN helicase (human) inhibition. AID 651768. WRN helicase unwinding, fluorescent forked duplex, kinetic. 360,000 tested, 0.46% active. Q14191. Potency, µM (highest dose often 114 µM), for inactives: at the top dose activity change, negative = inhibition, most hits filed as inhibitors; further: potency means the concentration at half of the fitted maximal effect; on the % scale 0 is the no-effect control and ±100 the full control effect; nearly all actives have a fitted effect of over 55% in size
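WRN at 20 nM final preincubated with compound 15 min at room temperature; reaction started with 100 nM fluorophore/quencher forked duplex oligonucleotide and 2 mM ATP final. Unwinding followed kinetically by red fluorescence (ex 525, em 598 nm).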
PLK1 PBD block – inhibitors of human PLK1 polo-box domain binding; P53350; Plk1 PBD binding of FITC phosphopeptide, fluorescence polarization; Potency, µM, for inactives: max response, negative = inhibition, usual class: inhibitors; 360,000 tested, 2.8% active; AID 720504; further: potency means the concentration at half of the fitted maximal effect; series mostly up to about 57 µM; on the % scale 0 is the no-effect control and ±100 the full control effect; nearly all actives have a fitted effect of over 65% in size
Target sequence (P53350 whole entry, looked up, the tested form may be a part): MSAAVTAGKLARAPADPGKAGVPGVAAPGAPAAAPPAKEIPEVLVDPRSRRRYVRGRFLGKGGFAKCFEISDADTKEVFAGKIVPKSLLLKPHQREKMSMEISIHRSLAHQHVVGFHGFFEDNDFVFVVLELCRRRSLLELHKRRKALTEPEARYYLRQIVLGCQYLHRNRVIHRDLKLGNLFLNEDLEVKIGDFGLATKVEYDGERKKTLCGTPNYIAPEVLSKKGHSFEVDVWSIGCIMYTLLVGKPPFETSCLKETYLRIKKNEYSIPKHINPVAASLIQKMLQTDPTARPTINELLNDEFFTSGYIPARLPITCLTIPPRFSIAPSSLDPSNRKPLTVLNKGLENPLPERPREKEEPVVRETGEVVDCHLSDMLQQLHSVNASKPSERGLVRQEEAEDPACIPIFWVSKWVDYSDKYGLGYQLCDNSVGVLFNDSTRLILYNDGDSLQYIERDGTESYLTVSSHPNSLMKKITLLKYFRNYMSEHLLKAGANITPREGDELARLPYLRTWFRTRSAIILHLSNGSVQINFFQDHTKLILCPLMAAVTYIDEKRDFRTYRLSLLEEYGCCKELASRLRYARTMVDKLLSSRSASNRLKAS
EPAC1 ag – activates human EPAC1 exchange factor. 360,000 tested, 0.073% active. AID 720707. EPAC1 agonist qHTS, biochemical assay; response scale: 100% = response to 6.5 mM cAMP. O95398. Potency, µM (titrated, usually from 154 µM), inactives show top-dose activation, hits mostly activators; further: potency means the concentration at half of the fitted maximal effect; nearly all actives have a fitted effect of over 60% in size
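Fluorescent GDP-exchange assay: 100 nM EPAC1 with 250 nM Rap1B preloaded with BODIPY-GDP and 50 uM GDP; compounds tested as concentration series, 5 min at room temperature, then read every 5 min for 30 min (ex 480/em 540 nm); normalized to 6.5 mM cAMP.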
PI5P4K alpha inh – PI5P4K alpha (human) kinase inhibition; max response, %; AID 652105; 330,000 tested, 1.2% active; P48426; PI5P4Kalpha enzyme, ADP-Glo luminescence, 60 min; stronger effect = lower value; active means max response of -50% or lower; inconclusive means between -30% and -50%; inactive means -30% or higher; further: value at the top dose of about 77 µM; on the % scale 0 is the no-effect control and ±100 the full control effect
Target sequence (P48426 whole entry, looked up): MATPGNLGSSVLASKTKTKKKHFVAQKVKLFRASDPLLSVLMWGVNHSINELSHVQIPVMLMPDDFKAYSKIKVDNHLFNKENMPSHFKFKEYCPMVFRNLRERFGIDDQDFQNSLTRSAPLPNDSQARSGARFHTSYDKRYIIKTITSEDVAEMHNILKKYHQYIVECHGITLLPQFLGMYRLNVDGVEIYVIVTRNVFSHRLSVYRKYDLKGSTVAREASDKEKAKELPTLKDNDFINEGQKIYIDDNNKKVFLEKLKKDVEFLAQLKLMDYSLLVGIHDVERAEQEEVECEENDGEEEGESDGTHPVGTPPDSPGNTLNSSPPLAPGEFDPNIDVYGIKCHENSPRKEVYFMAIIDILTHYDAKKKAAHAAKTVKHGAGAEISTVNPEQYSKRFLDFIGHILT
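Quantitative HTS of the MLSMR library against PI5P4Kalpha with substrate. ATP added last at 5 microM final; room temperature, 60 minutes. Remaining ATP depleted, ADP converted and read as luminescence.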
CCT chaperon mod – changes cytosolic chaperonin activity; activity change, % (no concentration beside the values), hits read low; purified chaperonin ATPase assay, HTRF ADP detection, 30 min; 360,000 tested, 0.3% active; in the data active means activity change below about -30%; further: on the % scale 0 is the no-effect control and ±100 the full control effect
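TRiC at 40 or 20 nM final (batch-dependent) in 30 mM Tris pH 7.4, 100 mM KCl, 5 mM MgCl2, 1 mM DTT, with compound at single 76 uM and 10 uM ATP, 30 min at 37 deg C. ADP detected by HTRF Transcreener, 665/615 ratio.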
EPAC2 ag – agonists of human EPAC2 (RAPGEF4). 360,000 tested, 0.079% active. AID 720711. EPAC2 activation, biochemical qHTS; response scale: 100% = 6.5 mM cAMP response. Potency, µM (titrated, usually from 154 µM), without a hit: at the top dose activation, actives largely listed as activators. Q8WZA2; further: potency means the concentration at half of the fitted maximal effect; nearly all actives have a fitted effect of over 50% in size
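EPAC2 (100 nM) mixed with Rap1B loaded with BODIPY-GDP (250 nM) plus 50 uM unlabeled GDP; compounds pinned in, 5 min RT, then read every 5 min for 30 min (ex 480, em 540 nm). Normalized to cAMP control.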
EPAC1 antagonist – antagonists of human EPAC1. EPAC1 GEF assay, Rap1b-BODIPY-GDP exchange fluorescence. Potency, µM (highest dose often 115 µM), without a hit: top-dose activity change, negative = inhibition, hits mostly inhibitors. 360,000 tested, 0.14% active;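 further: potency means the concentration at half of the fitted maximal effect; plate controls were vehicle for no effect and positive control for full effect; nearly all actives have a fitted effect of over 50% in size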
IL2 activator – IL-2 activation; IL-2 activation reporter assay, cell-based qHTS; stimulated with anti-CD3/CD4/CD28 beads; in transgenic mouse T cells; 360,000 tested, 0.065% active; activation, % (series mostly up to about 46 µM); in the data active means activation above about 50%; inconclusive means mostly about 30% to 49%; further: 0% is about no effect
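First, unstimulated transgenic mouse T cells were exposed to compound for 60 min. Next, anti-CD3/anti-CD4-coated beads with anti-CD28 were added. Finally, after 18 h at 37 degrees C, EGFP and DsRed were imaged.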
* hit, by the source's call; ? = inconclusive; . = no result given; [ ] = remark or other dose. Unless noted, the call rests on the fitted dose curve; in most records, active means well fitted curve in the direction sought with a large enough effect; inconclusive means small, poorly fitted or top-dose-only effect, or another doubt; inactive means no such curve, though single readings can be large; an effect the other way counts as inactive or inconclusive. The list is partial; count on the stated rates, not on these rows.

The opening 2 entries, to show the layout:
SMILES	WRN inhibitor	PLK1 PBD block	EPAC1 ag	PI5P4K alpha inh	CCT chaperon mod	EPAC2 ag	EPAC1 antagonist	IL2 activator
CC(CCc1ccccc1)NC(=O)CSc1nnnn1C (stereo unspecified)	-1%	-10%	5%	.	-1.6	2%	4%	0.9
COc1cc(C(C)=O)ccc1OCC(=O)Nc1ccc(S(=O)(=O)N2CCCCC2)cc1	6%	3%	12%	3	-1.7	11%	2%	-0.1

This part in full, repeating the preview:
SMILES	WRN inhibitor	PLK1 PBD block	EPAC1 ag	PI5P4K alpha inh	CCT chaperon mod	EPAC2 ag	EPAC1 antagonist	IL2 activator
CC(CCc1ccccc1)NC(=O)CSc1nnnn1C (stereo unspecified)	-1%	-10%	5%	.	-1.6	2%	4%	0.9
COc1cc(C(C)=O)ccc1OCC(=O)Nc1ccc(S(=O)(=O)N2CCCCC2)cc1	6%	3%	12%	3	-1.7	11%	2%	-0.1
CCCCCCCCCC(=O)N[C@@H]1c2cc(OC)c(OC)cc2C[C@H]1O	0%	-9%	-24%	12	-2.4	-5%	-4%	-0.5
CCCC(c1nnnn1CCOC)N(Cc1cc2cc(C)c(C)cc2[nH]c1=O)CC1CCCO1 (stereo unspecified)	9%	-2%	5%	.	-3.3	-5%	13%	-1.4
COc1ccc(NC(=S)N(CCCN2CCC(C)CC2)Cc2cccs2)cc1Cl	-26%	17µM*	-5%	0	0.2	9%	2%	-1.4
O=C(Nc1ccccn1)C1CCN(C(=O)Nc2ccccc2)CC1	-2%	-1%	-8%	-1	-29	2%	-14%	0.0
O=c1[nH]c(C2CCCCC2)nc2ccccc12	-23%	-29%	0%	3	-0.2	-8%	-2%	0.5
Cc1cccc(N2CCN(c3nc(C)cc(C)c3C#N)CC2C)c1 (stereo unspecified)	-11%	1%	9%	24	-2.6	6%	-8%	0.3
CN(C)C(=O)CCc1ccc2c3c([nH]c2c1)[C@]1(C)[C@@H](C(=O)N2CCCCC2)C[C@H](CC(=O)NCCC2=CCCCC2)C(=O)N1CC3	-5%	-4%	-6%	-1	-0.2	1%	-5%	0.6
Cc1ccc(N/C(N)=N/c2nc(C)cc(N3CCCCC3)n2)c(C)c1	5%[57.1 µM]	-2%	-1%	-5	-0.5	1%	-18%	-1.1
CC(C(=O)NCC1CCCCC1)N1CCc2ccccc2C1 (stereo unspecified)	-2%	0%	1%	-5	-3.5	1%	-8%	0.0
COc1cc(CNCc2ccco2)ccc1OCc1ccccc1	-1%	-16%	12%	.	-2.8	6%	5%	-1.1
Cc1cccc(-c2nc(CS(=O)CC(=O)NC3CCCC3)c(C)o2)c1 (stereo unspecified)	0%	-28%	-3%	-1	-0.5	9%	-4%	-1.1
COc1ccc(CNC(=O)C2CCCN(S(=O)(=O)c3ccccc3)C2)cc1 (stereo unspecified)	9%	1%	-2%	-5	-0.2	3%	7%	-0.9
O=C(Nc1cccc(C(=O)O)c1)/C(=C\c1ccccc1)NC(=O)c1cccc2ccccc12	-5%	-10%	12%	-4	-0.5	0%	-7%	0.0

Three entries picked at random from those above:
SMILES	WRN inhibitor	PLK1 PBD block	EPAC1 ag	PI5P4K alpha inh	CCT chaperon mod	EPAC2 ag	EPAC1 antagonist	IL2 activator
O=C(Nc1ccccn1)C1CCN(C(=O)Nc2ccccc2)CC1	-2%	-1%	-8%	-1	-29	2%	-14%	0.0
CN(C)C(=O)CCc1ccc2c3c([nH]c2c1)[C@]1(C)[C@@H](C(=O)N2CCCCC2)C[C@H](CC(=O)NCCC2=CCCCC2)C(=O)N1CC3	-5%	-4%	-6%	-1	-0.2	1%	-5%	0.6
Cc1ccc(N/C(N)=N/c2nc(C)cc(N3CCCCC3)n2)c(C)c1	5%[57.1 µM]	-2%	-1%	-5	-0.5	1%	-18%	-1.1

Additional results follow:
SMILES	WRN inhibitor	PLK1 PBD block	EPAC1 ag	PI5P4K alpha inh	CCT chaperon mod	EPAC2 ag	EPAC1 antagonist	IL2 activator
COc1c(C)cc(C(O)c2ncc(-c3ccc(Cl)cc3)[nH]2)cc1C (stereo unspecified)	-6%	-12%	9%	6	-4.9	17%	-14%	-0.8
CC(C)=CC(=O)Nc1ccc(Cl)cc1	-2%	-6%	5%	-8	-3.2	8%	3%	-0.1
CC(=O)N1CCSc2ccc(S(=O)(=O)Nc3cccc(C)c3)cc21	-1%	-13%	6%	-6	-0.5	2%	-26%	-1.7
NC(=O)CC(NC(=O)c1ccc(Br)cc1)c1ccc(N2CCCCCC2)c([N+](=O)[O-])c1 (stereo unspecified)	0%	-4%	10%	-8	-0.3	8%	5%	-0.8
CC1=CC(=O)C(C(C)C)=C/C1=N\OC(=O)c1cccc2nc(C)oc12	5%	-29%	13%	7	0.6	10%	9%	3.5
Cc1cccc(C)c1NC(=S)N(CCCN1CCCCC1)Cc1ccco1	-5%	-2%	8%	7	0.7	3%	8%	4.6
O=C(CSc1nccc(=O)[nH]1)c1cc2ccccc2o1	-14%	-17%	9%	-25	2.9	11%	3%	0.6
CN(Cc1c(C(=O)N2CCc3ccccc3C2)nc2ccc(Cl)cn12)C(C1CC1)C1CC1	-3%	-18%	2%	0	0.7	5%	3%	0.2
Cc1cccc(C)c1NC(=O)C1c2cccc[n+]2CC(=O)N1Cc1ccc2c(c1)OCO2 (stereo unspecified)	0%	-23%	7%	-4	-0.6	2%	-4%	2.5
C=CCOc1c(Br)cc(C2C3=C(CCCC3=O)N(C)C3=C2C(=O)CCC3)cc1OCC	-1%	-8%	6%	0	-3.9	7%	6%	0.3
Cn1c(SCC(=O)NC(=O)CN2CCCC2=O)nnc1-c1ccc(F)cc1	-2%	-2%	3%	-1	-2.4	-1%	13%	-2.3
COc1cccc(OC)c1NC(=O)Cc1nn(C)c(=O)c2ccccc12	0%	-1%	3%	0	-3.3	3%	-6%	-1.8
O=C(Nc1nnc(-c2ccc(Cl)cc2)o1)c1ccc(N2C(=O)CCC2=O)cc1	-19%	-1%	7%	-10	-4.5	9%	1%	2.9
CCCCOc1ccc(CN(CCO)CCO)cc1[N+](=O)[O-]	-5%	-21%	-1%	-1	-2.1	8%	-9%	-0.5
C[C@H](O)[C@@H]1C(=O)N2CCc3ccc(-c4cccc(F)c4)cc3[C@@H]2C[C@@H]1N(C)C(=O)C(C)(C)C	-6%	-6%	-1%	-4	-0.9	7%	-6%	0.4
CCn1c(COc2ccc(C)cc2)nnc1SCC(=O)Nc1cc(OC)ccc1OC	-14%	1%	2%	-3	-1.2	6%	-27%	-0.1
O=CN1CCN(c2ncnc3c2nnn3Cc2c(F)cccc2Cl)CC1	2%[57.1 µM]	-13%	2%	7	-3.2	8%	?	-0.5
CCNc1nc(NCC)n2c(SC(C)C(=O)c3ccc(C)cc3)nnc2n1 (stereo unspecified)	-26%	-13%	-1%	-6	-2.0	11%	-3%	0.1
COc1ccc(C(=O)NNC(=O)c2ccc(S(=O)(=O)N3CCCCC3)cc2)cc1	-32%	-16%	10%	1	2.7	2%	-15%	-3.1
O=C(NCc1ccccc1)C(C1CC1)n1c(=O)c(-c2cc3ccccc3[nH]2)nc2ccccc21 (stereo unspecified)	-9%	-3%	15%	5	.	13%	-9%	-0.7
Cc1cc(C)c(NC(=O)CNC(=O)COC(=O)/C=C/c2cccs2)c(C)c1	-3%	-4%	-11%	5	1.4	-10%	13%	-1.1
O=C(O)c1ccccc1-c1ccccc1C(=O)Nc1nc2ccccc2s1	-1%	-1%	1%	-6	0.4	-7%	-7%	4.0
O=C(CCn1cnc2ncccc2c1=O)N1CCN(c2cccc(Cl)c2)CC1	-1%	6%	5%	0	-0.4	1%	17%	0.1
C/C(N)=C(/C#N)C(=O)COC(=O)c1cccc(C)c1O	-2%	3%	2%	2	0.7	3%	9%	-0.2
CCn1c(=O)c2c(nc(SCC(=O)NCC3CCCO3)n2C)n(C)c1=O (stereo unspecified)	-1%	-10%	-1%	.	-0.3	2%	8%	-2.1
Cc1ccccc1CN1C2=NCCCN2c2ccccc21	6%	-5%	4%	.	0.0	14%	4%	-4.7
Cc1nc(NC(=O)CSc2nnc(-c3ccccc3)c(-c3ccccc3)n2)c(Cl)cc1Cl	-1%	2%	10%	2	2.8	-3%	14%	-0.2
COc1ccc(C2/C=C\CC(NS(=O)(=O)c3ccc(C)cc3)CC(=O)N2Cc2ccccc2F)cc1 (stereo unspecified)	0%	-15%	-4%	1	-0.6	11%	-4%	-0.6
COc1ccccc1OP(=O)(O)Oc1ccccc1OC	-4%	0%	3%	2	-1.3	-1%	4%	-1.8
COCC(COS(N)(=O)=O)C(C)C (stereo unspecified)	11%	-1%	-27%	4	-1.8	2%	15%	-0.2
Cc1ccc2c(c1)C(=O)CC1(CCCC1)O2	11%	4%	-9%	-7	-0.9	-2%	13%	0.8
O=C(CCNC(=O)C1CCN(S(=O)(=O)c2ccccc2)CC1)NCc1ccc(Cl)cc1Cl	0%	4%	-13%	3	-25	9%	1%	-0.3
COc1ccc(NC(=S)N2CCC(c3ccccc3)C2)cc1 (stereo unspecified)	-6%	0%	-2%	5	-1.1	1%	2%	-0.4
O=C(/C=C/c1cccc([N+](=O)[O-])c1)NCc1ccc2c(c1)OCO2	-14%	-5%	-5%	3	1.2	11%	5%	-2.2
Cc1cnc(C)c(N2CCN(Cc3nc(-c4cccc(F)c4F)oc3C)CC2)n1	3%	-17%	5%	-3	-0.1	-2%	-14%	-1.2
Cc1ccc(NC(=O)CC2SCCNC2=O)cc1[N+](=O)[O-] (stereo unspecified)	5%	3%	-6%	-6	1.5	2%	-7%	-1.8
CC(OC(=O)CCC(=O)c1ccc(Cl)s1)C(=O)NC1(C#N)CCCCC1 (stereo unspecified)	-1%	-3%	-6%	-4	-2.3	-6%	-12%	-0.9
COc1ccc(OC)c(S(=O)(=O)Nc2cccnc2)c1	-2%	-2%	7%	.	-1.3	-4%	8%	0.6

Profiles as entered above. Screens in order: WRN inhibitor	PLK1 PBD block	EPAC1 ag	PI5P4K alpha inh	CCT chaperon mod	EPAC2 ag	EPAC1 antagonist	IL2 activator
Cc1cnc(C)c(N2CCN(Cc3nc(-c4cccc(F)c4F)oc3C)CC2)n1 as listed: 3%	-17%	5%	-3	-0.1	-2%	-14%	-1.2
O=C(CCNC(=O)C1CCN(S(=O)(=O)c2ccccc2)CC1)NCc1ccc(Cl)cc1Cl as listed: 0%	4%	-13%	3	-25	9%	1%	-0.3
